Screening data from PubChem.
CHOP UPR activ – apoptotic UPR (CHOP) activation | AID 449763 | activation, % at 10 µM | actives 0.34% (n = 330,000) | CHO-CHOP luciferase reporter, luminescence; percent of tunicamycin response over DMSO baseline;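 active = at 10 µM dose, activation of 40% or more, normalized to positive control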;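 note: 100% = tunicamycin at 10 µg/mL and 0% = DMSO alone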
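System: CHO CHOP reporter cells. Amount: 500 cells per well. Buffer or medium: F12 medium, 10% FBS. Compound dosing: one dose, 10 µM in 0.5% DMSO. Incubation: 6 h compound exposure at 37 °C after overnight seeding. Technique: Steady-Glo luciferase luminescence. Benchmarks: tunicamycin and DMSO controls.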
Jurkat NFkB inh – lowers PMA/ionomycin-induced NF-kB signal in Jurkat cells | PMA/ionomycin-induced NF-kB luciferase reporter, luminescence | inhibition, % at 4 µM | actives 0.53% (n = 330,000); in the data active = inhibition above about 50%
tim23-1 inh – tim23-1 yeast growth inhibition; S. cerevisiae tim23-1 growth, BacTiter-Glo luminescence, 24 h; inhibition, % at 20 µM; actives 1.3% (n = 330,000); AID 463212;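 active = growth inhibition of the mutant yeast at or above 50%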;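 note: temperature-sensitive mutant grown at 25 °C; plate controls were DMSO-treated mutant yeast for no effect and medium wells lacking yeast for full effect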
TIM10 inh – TIM10 yeast growth inhibition; actives 1.4% (n = 330,000); S. cerevisiae TIM10 strain growth, BacTiter-Glo luminescence, 24 h; inhibition, % at 10 µM; AID 463195;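 active = inhibition of 40% or more at the single tested concentration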;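 note: wild-type TIM10 isogenic control strain grown at permissive 25 °C; 0% = DMSO yeast wells and 100% = minimal medium wells without yeast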
tim10-1 inh – inhibits growth of tim10-1 mutant yeast; S. cerevisiae tim10-1 ts strain growth, BacTiter-Glo, 24 h; inhibition, % at 20 µM; actives 2.2% (n = 330,000); AID 463190;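 active = inhibition of at least 40%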;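 note: mutant grown at 25 °C; 0% = DMSO wells with yeast and 100% = wells holding no yeast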
XBP1 UPR activ – activators of adaptive arm of unfolded protein response (XBP1) | CHO-XBP1 luciferase reporter, IRE1-XBP1 UPR activation, luminescence; percent of tunicamycin response, DMSO as zero | activation, % at 20 µM | actives 0.33% (n = 330,000) | AID 463104;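 active = versus positive control, 20 µM dose yields 30% or more activation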;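 note: 100% = tunicamycin at 10 µg/mL and 0% = DMSO only wells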
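assay system = CHO-XBP1 luciferase reporter cells | amount = 1000 cells/well | buffer or medium = F12 plus 10% FBS | compound dosing = single point, 20 µM final compound, 1% DMSO | incubation = 16-18 h cell attachment at 37 °C, then 6 h compound exposure | detection = Steady-Glo luminescence read | controls = tunicamycin 10 µg/mL and vehicle-only wells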
697 NFkB inh – inhibitors of the PMA/ionomycin-induced NF-kB reporter in 697 B cells | 697 B-cell NF-kB luciferase reporter, 16 h | AID 435022 | inhibition, % at 4 µM | actives 0.33% (n = 330,000); in the data active = inhibition above about 35%
Mdm2 MdmX PPI – disrupts the human Mdm2-MdmX interaction; SaOS-2 split-luciferase Mdm2/MdmX complementation, luminescence; inhibition, % at 8 µM; actives 3% (n = 330,000); AID 485346;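 active = inhibition of at least 50% at 8 µM in the primary screen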
Target sequence (O15151 whole entry, looked up): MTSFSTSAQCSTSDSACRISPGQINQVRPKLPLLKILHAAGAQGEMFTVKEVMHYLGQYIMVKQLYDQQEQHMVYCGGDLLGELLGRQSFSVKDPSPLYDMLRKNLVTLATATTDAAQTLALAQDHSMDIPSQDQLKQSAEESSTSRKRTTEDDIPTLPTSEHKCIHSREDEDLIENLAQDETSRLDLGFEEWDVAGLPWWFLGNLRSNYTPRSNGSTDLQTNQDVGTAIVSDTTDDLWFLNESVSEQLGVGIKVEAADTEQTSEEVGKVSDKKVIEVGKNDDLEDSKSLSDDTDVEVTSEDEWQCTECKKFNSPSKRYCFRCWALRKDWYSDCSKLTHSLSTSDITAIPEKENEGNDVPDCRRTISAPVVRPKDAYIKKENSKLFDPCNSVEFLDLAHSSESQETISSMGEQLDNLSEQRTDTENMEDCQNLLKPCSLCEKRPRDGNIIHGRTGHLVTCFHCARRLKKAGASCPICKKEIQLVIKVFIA
Target sequence (Q00987 whole entry, looked up): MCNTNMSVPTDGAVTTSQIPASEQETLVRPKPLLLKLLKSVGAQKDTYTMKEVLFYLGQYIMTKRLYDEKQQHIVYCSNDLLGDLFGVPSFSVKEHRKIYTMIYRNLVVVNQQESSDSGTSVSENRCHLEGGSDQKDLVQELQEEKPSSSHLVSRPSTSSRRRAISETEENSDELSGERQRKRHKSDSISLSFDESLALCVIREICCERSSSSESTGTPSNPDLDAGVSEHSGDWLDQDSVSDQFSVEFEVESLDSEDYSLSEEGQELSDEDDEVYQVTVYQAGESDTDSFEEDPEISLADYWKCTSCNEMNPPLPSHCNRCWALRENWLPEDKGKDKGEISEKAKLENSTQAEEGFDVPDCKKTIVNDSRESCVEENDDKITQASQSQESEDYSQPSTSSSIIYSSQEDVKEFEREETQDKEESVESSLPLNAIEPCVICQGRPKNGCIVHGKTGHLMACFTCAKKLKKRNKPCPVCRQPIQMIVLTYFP
* hit, by the source's call.

SMILES | CHOP UPR activ | Jurkat NFkB inh | tim23-1 inh | TIM10 inh | tim10-1 inh | XBP1 UPR activ | 697 NFkB inh | Mdm2 MdmX PPI
CNc1ccccc1-n1ccc(-c2ccccc2)n1 | 2.6 | -20.8 | 4.7 | 17.7 | 5.4 | 3.4 | -36.4 | -26.3
NC(=O)/C=C\C(=O)Nc1cccc(C(F)(F)F)c1 | 1.2 | 31.1 | 31.4 | 55.8* | 60.6* | -1.6 | 25.5 | 12.4
O=C(CS(=O)(=O)c1cn(Cc2cccc(F)c2)c2ccccc12)N1CCOCC1 | -2.9 | 11.9 | 9.8 | 9.9 | 14.4 | 0.8 | -2.0 | 11.8
Cc1ccccc1-n1nc2c(c1NC(=O)c1cc3ccccc3o1)CS(=O)(=O)C2 | 5.0 | 7.9 | 26.1 | 4.8 | 22.9 | -2.8 | -0.1 | 26.9
CC(NC(=O)Nc1ccc(F)cc1F)c1ccncc1 (centres undefined) | -0.9 | -12.7 | 6.0 | 1.1 | 10.8 | -0.9 | 9.5 | 5.8
Cc1ccc(S(=O)(=O)N2CCC[C@H]2C(=O)OCc2cc(=O)oc3cc(C)ccc23)cc1 | 1.7 | -4.1 | 32.8 | -19.4 | -23.8 | 0.2 | -17.5 | 5.3
Cc1ccc(C(=O)Nc2ccccc2N2CCN(C(=O)C(C)C)CC2)cc1C | 0.1 | -3.7 | 13.8 | 12.1 | 19.6 | -0.2 | 11.0 | 13.0
CCOC(=O)C/C(N)=N/N(C)c1ncc(C(F)(F)F)cc1Cl | -0.3 | 7.6 | 18.2 | -0.4 | 17.9 | -3.2 | -5.2 | 16.7
C/C(N)=C(/C#N)C(=O)COC(=O)CCC1CCCC1 | 0.6 | 5.2 | 17.9 | 3.5 | 26.7 | 0.8 | 13.0 | -8.9
COc1ccc(C(=O)Nc2cc3c4c(c2)CC(=O)N4CCC3)cc1 | 3.3 | 9.5 | -13.1 | 3.4 | -5.5 | 2.3 | 4.5 | -2.1
COc1cc(/C=N/NC(=O)CCn2nnc3ccccc32)ccc1O | -2.0 | -2.0 | 4.6 | 17.0 | 15.9 | 1.7 | 5.7 | 40.9
Cc1ccccc1-n1c(C)cc(/C=N/Nc2ccc([N+](=O)[O-])cn2)c1C | 13.5 | -20.9 | -21.7 | -2.8 | 4.2 | 12.2 | -91.0 | 37.1
CCOc1ccc(Nc2nc(Cc3nnc(SCC(=O)NC4CCCCC4)n3C)cs2)cc1 | 0.1 | -15.0 | -5.9 | -4.4 | 2.7 | -4.2 | 11.2 | 21.0
Cc1cccc(NC(=O)[C@@H](CC(C)C)NC(=O)[C@@H]2Cc3ccccc3CN2)c1 | 0.5 | -13.9 | 4.1 | -1.2 | -2.0 | -3.3 | -1.7 | 7.4
O=C(CN1CCN(c2ccc(F)cc2)CC1)Nc1ccc(F)c(F)c1 | 0.9 | -11.9 | 21.6 | -5.8 | 18.1 | 0.5 | -10.3 | 19.0
O=C1c2ccccc2C(=O)C1c1ccncc1 | -0.4 | -76.3 | -4.5 | 11.4 | -2.8 | -7.2 | -118.3 | -43.0
O=C(O)c1ccc(Oc2ccc(C(F)(F)F)cn2)cc1 | 0.0 | -5.8 | 11.9 | 3.7 | -2.9 | -1.7 | 13.7 | -9.7
Cc1cccc2sc(NC(=O)CSc3nnnn3C)nc12 | 0.4 | -9.4 | -5.7 | 2.4 | -11.3 | -5.7 | -8.0 | 22.9
COC(=O)c1cc(CNC(=O)c2ccc(O)c(Cl)c2)ccc1OC | 1.7 | -7.4 | 6.2 | -20.2 | 1.5 | -0.6 | -5.4 | 21.2
N#C/C(C(=O)NCCc1ccccc1)=C1/N=C(NC(=O)c2cccs2)c2ccccc21 | 0.2 | 7.8 | -7.5 | 4.4 | 21.4 | -0.4 | 3.9 | 39.2
CCN1C(=O)[C@H]2[C@@H](c3ccc(C)cc3)N3C(=O)N(c4ccc(C)cc4)C(=O)[C@@]3(C)[C@H]2C1=O | 0.3 | -2.6 | 5.1 | -5.8 | -5.0 | 0.0 | -19.9 | -21.8
COc1ccc(NS(=O)(=O)c2cc(NC(=O)c3cnccn3)ccc2N2CCCC2)cc1 | 1.4 | 33.0 | 32.3 | 18.3 | 28.0 | 0.6 | 6.8 | 12.4
COc1ccc(-c2ccnc3nc(-n4cccc4)nn23)cc1 | 2.3 | 11.6 | 10.7 | 30.1 | 28.0 | 4.1 | 15.1 | 26.6
CCc1sc(C(=O)NCCc2ccc(S(N)(=O)=O)cc2)cc1Br | -2.0 | 4.6 | 3.8 | 18.7 | 13.7 | -0.9 | 5.2 | -18.6
C=CCS(=O)(=O)N1CCCC(N2CCN(c3ccccc3OC)CC2)C1 (centres undefined) | 0.6 | 10.8 | 9.3 | -17.4 | 1.3 | -2.5 | 7.2 | 41.2
Cc1nc(-c2coc3cc(C)c(N=O)c(O)c3/c2=N\N)cs1 | -1.0 | -1.5 | 5.0 | -15.9 | -5.6 | -0.3 | 8.5 | 9.9
COCCNC(=O)CN1C(=O)NC2(CCCc3ccccc32)C1=O (centres undefined) | -0.6 | 15.7 | -3.1 | 11.3 | -11.5 | -3.6 | 10.4 | 29.9
CCCC1=C(C(=O)OCC)C(c2ccccc2OC)NC(=O)N1 (centres undefined) | -3.0 | -1.2 | 4.8 | 2.9 | 4.3 | -3.4 | 0.5 | 4.8
CC(C)=CCN1CCN(Cc2cc(C(C)C)n[nH]2)CC1CCO (centres undefined) | -1.6 | 10.7 | 7.5 | 8.5 | -15.3 | 0.2 | 23.6 | -40.2
Cc1ccc(NC(=O)CCNC(=O)Cn2ccc3ccccc3c2=O)cc1F | 2.0 | -1.6 | -5.9 | 9.7 | -27.8 | 0.8 | 4.7 | 11.9
Cc1cc(C)cc(N(CC(=O)NC(C)C)C(=O)CCC(=O)Nc2ccccn2)c1 | 3.8 | -2.2 | 3.2 | -8.0 | -7.6 | -3.4 | -1.8 | -3.4
Cc1ccc(OCC(=O)NN=C2C3CC4CC(C3)CC2C4)cc1 | 1.3 | 2.1 | 0.7 | 11.5 | -0.7 | 0.3 | -14.7 | 9.8
O=C(O)c1cc2c(ccc3ccccc32)o1 | -0.3 | 2.0 | 13.1 | 10.2 | 12.0 | -1.1 | 13.2 | 4.7
CC(C)NC(=O)CCN1C(=O)c2ccccc2Sc2ncccc21 | 1.3 | -5.4 | -1.8 | -9.9 | 2.3 | -5.2 | 8.2 | 1.2
O=C(NCCOc1cccnc1)C1CCC(=O)N(Cc2ccccc2F)C1 (centres undefined) | 0.1 | 13.1 | 1.1 | 7.8 | -13.5 | 0.0 | 3.3 | 12.6
Cc1ccc(Cc2cc(C)n[nH]c2=O)cc1 | 1.2 | 11.6 | -1.1 | -40.0 | -32.9 | 2.9 | -8.2 | 0.0

Profiles as entered above. Order of values: CHOP UPR activ | Jurkat NFkB inh | tim23-1 inh | TIM10 inh | tim10-1 inh | XBP1 UPR activ | 697 NFkB inh | Mdm2 MdmX PPI
Cc1ccccc1-n1c(C)cc(/C=N/Nc2ccc([N+](=O)[O-])cn2)c1C across the screens: 13.5 | -20.9 | -21.7 | -2.8 | 4.2 | 12.2 | -91.0 | 37.1
Cc1cc(C)cc(N(CC(=O)NC(C)C)C(=O)CCC(=O)Nc2ccccn2)c1 across the screens: 3.8 | -2.2 | 3.2 | -8.0 | -7.6 | -3.4 | -1.8 | -3.4
COC(=O)c1cc(CNC(=O)c2ccc(O)c(Cl)c2)ccc1OC across the screens: 1.7 | -7.4 | 6.2 | -20.2 | 1.5 | -0.6 | -5.4 | 21.2
O=C1c2ccccc2C(=O)C1c1ccncc1 across the screens: -0.4 | -76.3 | -4.5 | 11.4 | -2.8 | -7.2 | -118.3 | -43.0

Following part.
SMILES | CHOP UPR activ | Jurkat NFkB inh | tim23-1 inh | TIM10 inh | tim10-1 inh | XBP1 UPR activ | 697 NFkB inh | Mdm2 MdmX PPI
Cc1cc(Sc2nccn2C)ncc1[N+](=O)[O-] | 0.7 | -1.5 | 11.0 | 9.0 | 1.0 | 1.8 | -16.7 | -7.2
COc1cc(C(=S)N2CCOCC2)ccc1OC(=O)c1cc([N+](=O)[O-])c(C)c([N+](=O)[O-])c1 | -2.2 | 8.3 | -13.3 | 0.5 | 11.3 | -2.4 | 18.5 | 16.6
COCCCn1c(Cc2csc(Nc3cccc(Cl)c3)n2)nnc1SCC(=O)OC1CCCCC1 | 1.4 | 7.8 | 16.8 | 24.8 | 17.6 | -5.7 | 19.6 | 17.3
O=C(COC(=O)c1ccc(Cl)nc1)Nc1ccc(N2CCOCC2)cc1 | -1.1 | 1.3 | 15.3 | 7.0 | 19.7 | 1.0 | 3.0 | -3.8
Cc1ccc2c(ccc[n+]2CC(=O)c2ccccc2)c1 | 0.5 | -7.3 | 2.3 | 4.5 | 12.5 | 0.2 | -4.5 | 9.9
CCCN(CCC)C(=O)Cn1c(=O)n(CCCCC(=O)NCc2ccco2)c(=O)c2ccccc21 | -1.0 | -5.6 | -1.0 | -11.5 | -5.0 | -2.3 | 14.7 | 23.6
COc1ccc(C(=O)N/C(=C\c2cn(C)c3ccccc23)C(=O)NCCCn2ccnc2)cc1OC | -0.7 | 4.5 | 7.1 | 2.7 | 12.4 | -4.3 | 14.1 | 13.6
Cc1ccc(S(=O)(=O)N2CC=C(C(=O)NCc3ccccc3)CC2)cc1 | 2.4 | 13.1 | 20.4 | 13.3 | 10.7 | -2.2 | 11.4 | -22.2
CN(c1ccccc1C(=O)O)S(C)(=O)=O | 1.3 | 5.5 | 7.1 | 2.1 | 13.3 | 2.7 | 18.1 | -15.5
CCC(=O)NCC(c1cccs1)S(=O)(=O)c1ccc(C)cc1 (centres undefined) | -1.0 | -16.8 | 4.2 | -7.0 | -10.8 | -1.9 | -19.6 | 9.7
COc1ccc(OC)c(-n2c(-c3cccc(O)c3)n[nH]c2=S)c1 | -2.4 | -19.4 | -9.8 | -7.4 | -12.4 | 1.7 | -6.7 | 5.3
O=C(Nc1ccc(F)cc1)NC1CCCCCCC1 | 3.8 | -40.1 | 30.7 | 2.1 | 9.3 | 0.4 | -45.9 | -14.0
CN(C)c1ccc(/C=N/n2c(-c3cccnc3)n[nH]c2=S)cc1 | -0.6 | 10.5 | 7.1 | 8.3 | 12.8 | 1.5 | -2.0 | 5.4
CC(C)C(NC(=O)OCc1ccccc1)C(=O)N1CCOCCOCCOCC1 (centres undefined) | 4.8 | 14.2 | 19.2 | -3.8 | 8.1 | -4.2 | 6.6 | -20.3
O=C(O)CC(c1ccc(F)cc1F)N1Cc2ccccc2C1=O (centres undefined) | 3.0 | 4.9 | 7.3 | 7.1 | -18.8 | -0.9 | 9.2 | 18.2
CCCCN(C(=O)CCC(=O)Nc1cc(C)on1)C(C(=O)NC1CCCC1)c1ccccc1OCC (centres undefined) | -0.2 | 8.5 | 20.5 | -11.8 | 16.5 | -3.0 | 7.0 | 14.7
CCCN(c1ccccc1F)S(=O)(=O)c1c[nH]c(C(=O)OC)c1 | 0.2 | 7.6 | 1.0 | 0.5 | -12.7 | -3.4 | 7.6 | 3.5
CC(C)CC(OC(=O)c1nsc(Cl)c1Cl)C(=O)NCC1CCCO1 (centres undefined) | 2.4 | -16.1 | 9.1 | -7.6 | 14.3 | -1.4 | 3.0 | -12.6
CN1CCN(C(CC(=O)Nc2cccc(O)c2)C(=O)O)CC1 (centres undefined) | 2.0 | 3.9 | -2.6 | 15.1 | -2.7 | 1.8 | 21.0 | 23.1
COc1cc(C(C)=O)ccc1OC(C)C(=O)Nc1ccc(S(=O)(=O)N2CCCC2)cc1 (centres undefined) | 0.2 | -7.3 | 8.1 | 5.9 | 3.0 | -4.5 | 22.5 | 9.7
CCN(CC)CCCNC(=O)c1cc2c(-c3cccc(OC)c3)nn(C)c2s1 | 0.4 | -85.5 | 10.8 | 5.5 | 14.6 | -0.1 | -14.6 | 23.1

Hits appear at their usual frequency; overall some 6.6% were active at least once.
